# EPAC2 antagonist: qHTS for Antagonist of cAMP-regulated guanine nucleotide exchange factor 2 (EPAC2): primary screen | Rap guanine nucleotide exchange factor 4 (Homo sapiens), Q8WZA2 | EPAC2 GEF exchange of Rap1B-BODIPY-GDP, fluorescence | Potency, µM (titrated, usually from 114 µM), for inactives: at the highest dose activity, negative = inhibition, actives largely listed as inhibitors | 360,000 compounds, 0.18% hits | AID 720708, 2013; note: % is set by controls: 0 for no effect and ±100 for the full control effect; nearly all actives have a fitted effect of over 45% in size; many of its hits are not listed in these tables
# PTHR1 ag: qHTS for PTHR1 Agonists: Primary Screen. Potency, µM (doses to about 115 µM), without a hit: at the highest dose activation, usual class: activators. AID 743266, 2014. Parathyroid hormone/parathyroid hormone-related peptide receptor (Homo sapiens), Q03431. 410,000 compounds, 0.075% hits. HEK293 GP2 PTHR1 cells, GloSensor cAMP luminescence, 1 h; note: nearly all actives have a fitted effect of over 55% in size; some results filed as inactive show a strong effect at the top dose; inactives centre near -15; many of its hits are not listed in these tables
#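 HEK-293-derived GP2 cells expressing PTHR1 and a GloSensor cAMP reporter, 3,000/well, plated overnight, given luciferin plus IBMX (each 0.5 mM as added) for 1 h at 37 °C, then compound for 1 h at 37 °C. Luminescence was read after 15 min at room temperature.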
# FUS suppressor: qHTS for Suppressors of FUS Proteinopathy: Primary screen using FUS-linked yeast assay | S. cerevisiae FUS-expressing, growth rescue, OD600, 24 h | Potency, µM (top dose mostly 76.6 µM), for inactives: at the highest dose growth rescue (activation), hits mostly activators | 390,000 compounds, 0.24% hits;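 note: plate controls were DMSO vehicle for no effect and reference control for full effect; nearly all actives have a fitted effect of over 55% in size; some results filed as inactive show a strong effect at the top dose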
#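 Absorbance at 600 nm, taken 24hr after compound addition, measured rescue of FUS-yeast growth at 30C. Induction used 2% galactose with seeding at OD 0.005. Controls: CP55940 from 92uM final, DMSO only.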
# TDP43 rescue: qHTS of TDP-43 Inhibitors; Potency, µM (doses to about 46.1 µM), for the others: top-dose growth rescue (activation), most hits filed as activators; AID 652104, 2013; 410,000 compounds, 1.8% hits; TDP-43 expressing yeast growth rescue, BacTiter-Glo, 24 h; note: % of control where 0% means no effect; nearly all actives have a fitted effect of over 50% in size
#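 In this qHTS, compounds that restore growth of yeast expressing TDP-43 appear as activators. Cells (OD600=0.02, galactose medium, raffinose-pregrown) are incubated with compound 24 hr at 30 deg C and growth is quantified by BacTiter-Glo.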
# EPAC2 agonist: qHTS for Agonist of cAMP-regulated guanine nucleotide exchange factor 4 (EPAC2): primary screen; Potency, µM (highest dose often 154 µM), for inactives: at the top dose activation, most hits filed as activators; 360,000 compounds, 0.079% hits; EPAC2 activation, biochemical qHTS; response scale: 100% = 6.5 mM cAMP response; Rap guanine nucleotide exchange factor 4 (Homo sapiens), Q8WZA2; note: nearly all actives have a fitted effect of over 50% in size
#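 Exchange assay: 100 nM EPAC2 with 250 nM Rap1B-BODIPY-GDP and 50 uM GDP. Fluorescence (ex 480/em 540 nm) read every 5 min for 30 min at room temperature. Data normalized to 6.5 mM cAMP as agonist control.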
# aSyn yeast inh: qHTS of alpha-syn Inhibitors; Yeast expressing alpha-synuclein, growth rescue, BacTiter-Glo, 24 h; Potency, µM (highest dose often 46.1 µM), for the others: at the top dose growth rescue (activation), hits mostly activators; 370,000 compounds, 0.14% hits; note: % of control where 0% means no effect; nearly all actives have a fitted effect of over 65% in size
#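 Screening used galactose-induced yeast with toxic alpha-synuclein levels, exposed to compound for 24 hr at 30 deg C. Cell growth, read with BacTiter-Glo luminescence, gave the measured signal.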
# EPAC1 ag: qHTS for Agonist of cAMP-regulated guanine nucleotide exchange factor 3 (EPAC1): primary screen. Rap guanine nucleotide exchange factor 3 (Homo sapiens), O95398. EPAC1 agonist qHTS, biochemical assay; response scale: 100% = response to 6.5 mM cAMP. Potency, µM (top dose mostly 154 µM), without a hit: top-dose activation, actives largely listed as activators. 360,000 compounds, 0.073% hits. AID 720707, 2013; note: nearly all actives have a fitted effect of over 60% in size
# Target sequence (O95398 whole entry, looked up): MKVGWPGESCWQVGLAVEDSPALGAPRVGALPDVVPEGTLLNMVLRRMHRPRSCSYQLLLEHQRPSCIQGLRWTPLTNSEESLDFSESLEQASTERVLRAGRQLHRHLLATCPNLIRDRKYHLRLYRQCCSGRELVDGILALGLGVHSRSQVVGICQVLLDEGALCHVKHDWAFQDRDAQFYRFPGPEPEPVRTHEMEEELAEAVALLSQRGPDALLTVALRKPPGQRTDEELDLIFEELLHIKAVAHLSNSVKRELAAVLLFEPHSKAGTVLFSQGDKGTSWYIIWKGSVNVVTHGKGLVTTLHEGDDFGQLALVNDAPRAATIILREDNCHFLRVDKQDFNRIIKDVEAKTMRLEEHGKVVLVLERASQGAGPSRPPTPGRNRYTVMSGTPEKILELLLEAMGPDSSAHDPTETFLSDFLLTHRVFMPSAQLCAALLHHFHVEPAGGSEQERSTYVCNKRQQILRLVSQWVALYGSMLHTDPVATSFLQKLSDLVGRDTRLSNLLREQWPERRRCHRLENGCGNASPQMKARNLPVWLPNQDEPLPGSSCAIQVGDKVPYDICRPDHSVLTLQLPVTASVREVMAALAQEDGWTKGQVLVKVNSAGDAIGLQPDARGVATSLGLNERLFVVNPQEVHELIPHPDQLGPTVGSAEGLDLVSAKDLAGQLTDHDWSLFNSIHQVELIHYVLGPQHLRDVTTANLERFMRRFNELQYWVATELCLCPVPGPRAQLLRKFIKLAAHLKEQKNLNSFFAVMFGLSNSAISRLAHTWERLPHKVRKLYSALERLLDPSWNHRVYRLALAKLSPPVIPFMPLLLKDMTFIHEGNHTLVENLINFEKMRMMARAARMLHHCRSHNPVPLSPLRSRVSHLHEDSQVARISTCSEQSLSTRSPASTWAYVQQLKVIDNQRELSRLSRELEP
#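 Fluorescent GDP-exchange assay: 100 nM EPAC1 with 250 nM Rap1B preloaded with BODIPY-GDP and 50 uM GDP; compounds tested as concentration series, 5 min at room temperature, then read every 5 min for 30 min (ex 480/em 540 nm); normalized to 6.5 mM cAMP.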
# EPAC1 antagonist: qHTS for Antagonist of cAMP-regulated guanine nucleotide exchange factor 3 (EPAC1): primary screen | 360,000 compounds, 0.14% hits | EPAC1 GEF assay, Rap1b-BODIPY-GDP exchange fluorescence | Potency, µM (top dose mostly 115 µM), for inactives: at the highest dose activity change, negative = inhibition, hits mostly inhibitors | Rap guanine nucleotide exchange factor 3 (Homo sapiens), O95398;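 note: plate controls were vehicle for no effect and positive control for full effect; nearly all actives have a fitted effect of over 50% in size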
# Active calls of the source: *; i = inactive; ? = inconclusive; . = no result given; [ ] = another dose, or the depositor's remark. Calls come from the whole dose curve; as a rule, active = well fitted curve in the direction sought with a large enough effect; inconclusive = small, poorly fitted or top-dose-only effect, or another doubt; inactive = no such curve, though single readings can be large; an effect the other way counts as inactive or inconclusive. Potency is the fitted concentration of half-maximal effect. These rows are one share of the data; the hit share may differ from the screen's.
SMILES,EPAC2 antagonist,PTHR1 ag,FUS suppressor,TDP43 rescue,EPAC2 agonist,aSyn yeast inh,EPAC1 ag,EPAC1 antagonist
Cc1nn(C(C)C(=O)NCc2cccs2)c(C)c1[N+](=O)[O-] (centres undefined),2.1%,i,-16.2%,6.5%,4.0%,1.5%,8.4%,-4.7%
Cc1cccc(C(=O)OCc2cnc(Cl)s2)c1,-2.5%,-16.4%[57.5 µM],-1.9%,-7.0%,3.7%,0.8%,0.0%,-16.5%
O=C(OCC1OC2C(Oc3nc(=O)ccn32)C1O)c1ccccc1 (centres undefined),0.4%,i,-3.7%,7.5%,-1.5%,0.2%,0.2%,-1.7%
O=C(Nc1ccccc1O)c1ccc(Cl)cc1,-1.1%,-25.5%,0.0%,?,3.6%,-7.2%,3.5%,9.6%
COc1ccc(/C=C(\NC(=O)c2ccccc2)C(=O)N2CCN(C)CC2)cc1OC,8.4%,i,-21.2%,2.6%,-7.0%,0.2%,-2.5%,2.5%
O=C1CCC(C(=O)OCC(=O)N2N=C3/C(=C\c4ccccc4)CCCC3C2c2ccccc2)N1 (centres undefined),10.3%,i,44.1%,-3.4%,-5.0%,8.3%,7.2%,0.7%
CC(=O)c1cccc(N(C(=O)CS(=O)CC(=O)Nc2ccc(F)cc2)C(C(=O)NC2CCCCC2)c2ccc(C)o2)c1 (centres undefined),-17.8%,-17.7%,6.4%,-13.8%,-0.7%,-1.4%,-1.6%,-15.6%
COC(=O)[C@@]12C[C@@H](CC(=O)N3CCSCC3)C(=O)N(CCc3ccc(OC)c(OC)c3)C1=CCC(C)(C)C2,-9.7%,-10.0%,40.6%,18.6%,-6.2%,0.4%,-1.8%,-12.0%
COc1cccc(CNC(=O)COC(=O)CCc2cc(OC)c(OC)c(OC)c2)c1,-6.1%,6.6%,.,-8.9%,8.4%,-2.2%,-4.4%,-13.2%
Cc1c(NC(=O)C(C)OC(=O)C23CC4CC(CC(Br)(C4)C2)C3)c(=O)n(-c2ccccc2)n1C (centres undefined),-1.7%,-35.1%[inhibitor],-34.9%,12.2%,-6.3%,0.8%,-3.5%,-7.9%
CN(C)CCN(Cc1ccco1)C(=O)c1oc2ccccc2c1NC(=O)COc1ccccc1,-6.2%,i,10.8%,11.4%,6.4%,7.0%,-4.3%,10.0%
C/C(=N/NC(=O)CNC(=O)c1ccccc1)c1ccc(C)cc1,2.5%,i,-5.4%,10.7%,4.7%,0.5%,7.1%,-13.5%
CC(=O)C1C(c2ccc(OC(F)F)cc2)NC(=O)NC1(O)C(F)(F)F (centres undefined),-0.8%,-23.4%,4.1%,13.7%,4.1%,5.2%,-3.9%,0.1%
Cc1cc2ncn(C(=O)N3CCC(C)CC3)c2cc1C,-3.1%,i,-7.0%,?,0.0%[15.6 µM],2.2%,0.6%,-1.3%
CN(C)c1ccc(C2C3C(=O)N(c4ccc(C(=O)O)cc4)C(=O)C3ON2c2ccccc2)cc1 (centres undefined),4.4%,0.0%,?,6.9%,-10.1%,0.1%,-6.5%,5.5%
CCN(CC)C(=O)CSc1nc2c(sc(=S)n2-c2ccccc2)c(=O)[nH]1,1.2%,-9.5%,-8.6%,17.7%,7.5%,-5.2%,11.8%,-14.1%
CCn1c2c(c(C)cc1=O)C(=O)CC(C)(C)C2,11.6%,i,.,0.0%,-7.0%,-0.1%,-0.1%,2.0%
COC(=O)c1cc2sccc2n1Cc1nc(-c2ccc(OC)cc2)oc1C,8.5%,i,4.8%,-17.5%,14.7%,-9.2%,11.9%,16.8%
CCc1onc(C)c1C(=O)Nc1ccc2c(c1)OCO2,1.2%,-22.3%,3.9%,14.2%,5.6%,3.3%,8.1%,-19.4%
CC1Cc2ccccc2N1S(=O)(=O)c1ccc2c(c1)n(C)c(=O)c(=O)n2C (centres undefined),17.8%,i,?,0.0%,0.9%,-3.6%,0.9%,22.9%
CN(c1cc(=O)n2ccccc2n1)C1CCCCC1,-7.2%,i,18.0%,4.3%,3.0%,-0.9%,-6.7%,-4.5%
CCOC(=O)CC1C(=O)NCCN1Cc1cccc(C(F)(F)F)c1 (centres undefined),7.4%,-11.0%,-7.1%,0.0%,1.6%,0.7%,-4.2%,10.8%
COC(=O)c1ccc(NS(=O)(=O)NC(=O)c2c[nH]c3ccccc23)cc1,0.4%,-20.7%,-20.7%,11.2%,4.1%,-0.1%,-0.8%,7.4%
COc1ccc(Cn2c(-c3ccccc3C)nc3c(c(=O)c4ccccc4n3C)c2=O)cc1,0.1%,-17.4%,-10.6%,9.3%,1.9%,-0.1%,-0.6%,-11.5%
COCc1cc(C)n(CC(=O)Nc2cccc(C)c2)c(=O)c1C#N,4.0%,-23.6%,4.2%,9.2%,-2.1%,3.6%,-11.4%,6.5%
CCCCOc1ccc(C(=O)Nc2ccc(CN3CCOCC3)cc2)cc1,6.4%,-76.5%[inhibitor],-33.3%,-10.2%,3.2%,8.8%,2.6%,14.8%
CCN(CC(=O)Nc1ccc2c(c1)OCCO2)CC(=O)Nc1ccc(C)c([N+](=O)[O-])c1,-3.8%,i,17.7%,-4.6%,13.6%,9.6%,12.7%,-5.7%
O=C1N/C(=N/Nc2ccccc2)S/C1=C\c1ccccc1,-6.7%,-20.8%,.,-9.6%,10.7%,-9.0%,7.4%,1.8%
O=C(Nc1c(-c2ccc3c(c2)OCO3)[nH][nH]c1=O)c1cnccn1,8.3%,-9.6%,-16.1%,11.9%,1.1%,-0.5%,-2.6%,20.4%
Cc1cc(C)cc(CC2CC(=O)N(c3nc(C)cc(C)n3)C2=O)c1 (centres undefined),2.6%,i,22.9%,2.9%,-3.5%,2.3%,-11.7%,-10.9%
Cc1cc(NC(=O)C2CCCN(S(=O)(=O)c3c(C)noc3C)C2)n[nH]1 (centres undefined),3.2%,i,-14.3%,0.0%,2.5%,-4.5%,-4.0%,11.7%
Cc1ccc(C)c(NC(=O)COc2coc(CN3CCc4ccccc43)cc2=O)c1,-1.5%,-8.9%,-3.2%,-7.3%,-5.4%,0.9%,6.9%,-4.3%
CCO[C@H]1OC(C(=O)N2CCN(C)CC2)=C[C@@H](C(C)(C)C)[C@@H]1CCCO,3.1%,i,-20.6%,10.8%,0.3%,5.3%,2.2%,-0.3%
CS(=O)(=O)N1CCC(C(=O)N2CCN(c3cccc(Cl)c3)CC2)CC1,-5.7%,-16.9%,5.8%,-11.7%,-7.2%,7.7%,0.4%,14.6%
CCOC(=O)CSc1nnc(COc2cccc(C)c2)o1,-7.1%,6.7%,3.3%,2.2%,7.9%,-1.9%,0.5%,-2.3%
CCCn1c(SCC(=O)NC2CCCCC2)nnc1-c1ccco1,2.4%,i,14.0%,-8.7%,10.2%,-1.1%,0.2%,-12.3%
COc1ccc(/C=N/N2CCN(C)CC2)cc1O,-3.6%,-16.5%,2.2%,-5.9%,-8.3%,12.5%,9.5%,-20.1%
Cn1nc(C(F)(F)F)c(-c2ccc(F)cc2)c1NC(=O)c1cccnc1,0.3%,-0.8%,5.4%,-15.9%,9.4%,-5.0%,-18.3%,-10.2%
CCN1C(=O)C(O)(C2COC(C)(C)CC2=O)c2ccccc21 (centres undefined),7.5%,-8.8%[57.5 µM],2.3%,0.8%,2.1%,-13.4%,2.8%,3.4%
Cc1ccc(Cl)c(OCC(=O)Nc2ccccc2N2CCCCC2)c1,-6.8%,-9.6%,-9.2%,-10.6%,-8.1%,3.2%,9.7%,-6.4%
Cc1ccc(N(CC(=O)NC2CCCC2)C(=O)CCCC(=O)Nc2ccccn2)cc1C,-2.1%,-15.2%[57.5 µM],0.1%,4.2%,-1.3%,-7.5%,-7.8%,5.1%
O=C(Nc1ccc2c(c1)CCC2)c1c(F)cccc1Cl,-13.2%,-8.4%,31.5%,-7.3%,7.7%,-2.2%,4.8%,-16.2%
COc1cc(C2C3=C(CCCC3=O)Nc3[nH]n(-c4ccccc4)c(=O)c32)ccc1OC(C)=O (centres undefined),-8.1%,i,?,-10.3%,-2.6%,2.7%,1.0%,-29.7%
CCCC(=O)NC(c1cccs1)c1cc(Cl)c2cccnc2c1O (centres undefined),-28.5%,-25.0%,-11.3%,?,5.5%,?,-7.6%,-10.4%
Cn1c(=O)c2[nH]c(=S)n(Cc3ccccc3)c2n(C)c1=O,-8.0%,i,14.7%,0.6%,5.6%,3.0%,4.1%,-12.7%
O=C(/C(=C/O)N=Nc1ccccc1)c1ccncc1,4.3%,-13.1%,2.6%,2.1%,-1.0%,-14.6%,2.1%,-15.2%

# Six entries from above, arranged by molar mass, smallest number first.
SMILES,EPAC2 antagonist,PTHR1 ag,FUS suppressor,TDP43 rescue,EPAC2 agonist,aSyn yeast inh,EPAC1 ag,EPAC1 antagonist
O=C(/C(=C/O)N=Nc1ccccc1)c1ccncc1,4.3%,-13.1%,2.6%,2.1%,-1.0%,-14.6%,2.1%,-15.2%
Cn1c(=O)c2[nH]c(=S)n(Cc3ccccc3)c2n(C)c1=O,-8.0%,i,14.7%,0.6%,5.6%,3.0%,4.1%,-12.7%
CCN1C(=O)C(O)(C2COC(C)(C)CC2=O)c2ccccc21 (centres undefined),7.5%,-8.8%[57.5 µM],2.3%,0.8%,2.1%,-13.4%,2.8%,3.4%
Cc1ccc(Cl)c(OCC(=O)Nc2ccccc2N2CCCCC2)c1,-6.8%,-9.6%,-9.2%,-10.6%,-8.1%,3.2%,9.7%,-6.4%
CCCC(=O)NC(c1cccs1)c1cc(Cl)c2cccnc2c1O (centres undefined),-28.5%,-25.0%,-11.3%,?,5.5%,?,-7.6%,-10.4%
COc1cc(C2C3=C(CCCC3=O)Nc3[nH]n(-c4ccccc4)c(=O)c32)ccc1OC(C)=O (centres undefined),-8.1%,i,?,-10.3%,-2.6%,2.7%,1.0%,-29.7%

# From PubChem BioAssay
